Bioassay records deposited in PubChem BioAssay by several laboratories.
AID2073: disruptors of CaV2.2 binding to Mint1 – biochemical, HTRF (AID 2073). HTRF protein-protein interaction, Mint1-CaV2.2; higher % means a stronger effect. inhibition, % at 20 µM, or IC50 in µM where a hit was titrated. hit rate 0.19% among 290,000; in the data active means inhibition mostly above about 51%, no sharp cut-off; further: some results filed as inactive read as strong as hits
XIAP antagonists: small molecules displacing peptide from XIAP – biochemical, IAP family, fluorescence polarization (AID 1018); hit rate 0.007% among 200,000; displacement, % at 20 µM; hits with a dose series show IC50 in µM; XIAP BIR domain, fluorescence polarization peptide displacement; higher % means a stronger effect; in the data active means displacement above about 50%; further: a part of the inactive calls stands beside numbers as strong as those of hits
human PMI inhibitors: MPI inhibition at elevated mannose 6-phosphate – biochemical, fluorescence intensity, high mannose 6-phosphate, primary screen (AID 1220); recombinant PMI enzyme, coupled fluorescence intensity; higher % means a stronger effect; inhibition, % at 20 µM; hits with a dose series show IC50 in µM; hit rate 0.66% among 190,000
P. falciparum M17LAP: P. falciparum M17LAP inhibitors, primary screen, biochemical, fluorogenic H-Leu-NHMec substrate, 1536-well (AID 1619) | inhibition, % at 30 µM, or IC50 in µM where a hit was titrated | recombinant M17LAP, H-Leu-NHMec fluorogenic kinetic assay; higher % means a stronger effect | hit rate 0.38% among 220,000;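 active means compound inhibiting the enzyme by more than half at any dose during confirmatory dose-response retesting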;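 further: plate controls were full reaction with DMSO carrier for no effect and no enzyme background for full effect; strong numbers were not always called active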
LYP inhibition: PTPN22 lymphoid phosphatase activity blockers – biochemical, fluorescence intensity, uHTS (AID 1779) | recombinant LYP phosphatase, fluorescence intensity; higher % means a stronger effect | one-dose inhibition, % at 11.5 µM; IC50 in µM for titrated hits | hit rate 0.054% among 290,000;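 further: plate controls were vehicle with enzyme for no effect and no enzyme for full effect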
Dynein transport: dynein cargo transport inhibition | 3617.4 mouse cells, GR-EGFP nuclear translocation imaging; test concentration mostly 20 µM; stimulated with dexamethasone, 1 µM; hits give low values | z-score, hits read low | hit rate 0.47% among 220,000 | AID 1381;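 active means plate z-score of nuclear minus cytoplasmic receptor signal below a set negative limit, without overly bright fluorescence or cell loss, cut at about -3.5 in these data, passing the limit was not always enough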;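 further: z-score of nuclear minus cytoplasmic ring GR-EGFP intensity difference per well; some compounds called inactive have numbers as strong as hits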
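Also added: dexamethasone, 1.0 µM final. Medium: tet-free, stripped-serum medium. Detection: fixed, Hoechst-stained cells imaged at 10x for EGFP. Read-out: nuclear-to-cytoplasmic GR-EGFP distribution per well. Times: induction 48 h, compound 1 h, agonist 30 min.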
human PMI inhibition: inhibitors of human PMI, primary screen, biochemical, fluorescence intensity, coupled assay (AID 1209). inhibition, % at 20 µM, or IC50 in µM where a hit was titrated. purified PMI enzyme, coupled fluorescence intensity; higher % means a stronger effect. hit rate 0.42% among 190,000;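 further: plate controls were DMSO vehicle for no effect and wells lacking substrate for full effect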
M1AAP inhibition: P. falciparum M1AAP inhibitors, biochemical, fluorogenic H-Leu-NHMec substrate, 1536-well (AID 1445); recombinant M1AAP, H-Leu-NHMec fluorogenic kinetic assay; higher % means a stronger effect; inhibition, % at 30 µM, or IC50 in µM where a hit was titrated; hit rate 0.42% among 220,000;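 active means primary inhibition above the hit cutoff, then over 50% inhibition at one or more dose response concentrations, cut at about 23% in these data, passing the limit was not always enough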;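 further: plate controls were DMSO full reaction for no effect and no enzyme background for full effect; strong numbers were not always called active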
Siah-1 displacement: Siah-1 peptide-binding antagonists, primary screen, biochemical, fluorescence polarization, rhodamine-plectin, uHTS (AID 1817); Siah-1 / rhodamine-plectin peptide fluorescence polarization; higher % means a stronger effect; hit rate 0.02% among 290,000; displacement, % at 20 µM, or IC50 in µM where a hit was titrated;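 active means displacement of at least 50% at 20 µM, with a fluorescence ratio check between 0.3 and a set limit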;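 further: plate controls were Siah plus tracer with DMSO for no effect and tracer alone without Siah for full effect; strong numbers were not always called active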
Dynein transport cytoplasmic EGFP: second read-out of Dynein transport, no call of its own (marks repeat the call); z-score; measured here: cytoplasmic GR-EGFP intensity; hits give high values
Dynein transport nuclear GR-EGFP: second read-out of Dynein transport, no call of its own (marks repeat the call); z-score; measured here: nuclear GR-EGFP intensity;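 lower value marks the stronger effect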
Dynein transport cell count: second read-out of Dynein transport, no call of its own (marks repeat the call); z-score; measured here: cell count per field
Starred values were filed as active, the others as inactive; x = no result given. Unless noted, no stated cut-off is given here; in the data, active means inhibition above about 50%; inactive means the rest.

nr | AID2073 | XIAP antagonists | human PMI inhibitors | P. falciparum M17LAP | LYP inhibition | Dynein transport | Dynein transport cytoplasmic EGFP | Dynein transport nuclear GR-EGFP | Dynein transport cell count | human PMI inhibition | M1AAP inhibition | Siah-1 displacement | mol
1 | 3% | -5.3% | -6% | 4% | 12% | -2.8 | 6.2 | 0.15 | -0.69 | -16% | -4% | -10% | COc1ccc2nc(N3C(=O)/C(=C/c4ccc(Cl)cc4)NC3=S)sc2c1
2 | 6% | -4.2% | 5% | 31% | 6% | 0.014 | -0.29 | -0.3 | 0.47 | -2% | -2% | 6% | COc1ccc(/C=N/NC(=O)c2ccc(Cl)cc2)cc1COC(C)=O
3 | 14% | -5.5% | -2% | 13% | -6% | 1.8 | -0.021 | 1.1 | -1.3 | -1% | 8% | -1% | Cc1cc(C)c2[nH]c(=O)c(CN(CC3CCCO3)C(=O)C3CCCO3)cc2c1 (stereo unspecified)
4 | 1% | -4.7% | 18% | 12% | 7% | 0.26 | -0.0017 | 1.2 | -0.85 | 6% | 1% | -4% | O=C(NCCn1cc(SCc2ccc(F)cc2)c2ccccc21)c1ccccc1F
5 | -25% | -6.7% | 4% | 3% | 3% | 2.9 | -0.29 | 1.6 | -1.8 | 4% | 0% | -4% | Cc1ccccc1NC(=S)N(Cc1cccnc1)Cc1ccccc1Cl
6 | -3% | -2.7% | 29% | -3% | -5% | -0.67 | -0.21 | -0.094 | 0.073 | 8% | -2% | 2% | N#CCSc1nnc(Cc2cccc3ccccc23)n1C1CCCCC1
7 | 18% | x | x | 1% | -5% | 0.38 | -0.23 | 0.14 | 0.039 | x | 8% | 13% | CCn1c(=NC(=O)c2cccc(N3C(=O)CCC3=O)c2)sc2c(C)ccc(OC)c21
8 | 0% | -7.3% | -9% | -3% | 0% | -1.1 | -0.26 | -0.23 | 0.61 | -8% | 5% | 1% | COc1ccc(S(=O)(=O)N(CC(=O)N2CCN(C)CC2)C2CCCCC2)cc1OC
9 | -10% | -5.1% | 12% | 7% | 1% | -0.87 | -0.4 | -0.51 | 0.76 | 10% | 4% | 1% | COc1ccc(OCC(=O)N2CCN(c3nnc(-c4ccccc4)c4ccccc34)CC2)cc1
10 | 2% | -7.2% | 2% | -7% | 3% | -1.5 | -0.28 | -1.1 | 0.11 | 7% | 2% | -2% | Cc1ccc(C)c(OCCCCCn2ccnc2)c1
11 | 25% | -24% | -12% | -2% | 7% | -0.17 | -0.081 | 0.37 | 0.26 | -13% | 18% | -1% | COc1ccc(/C=C(/C(=O)c2ccc(Cl)cc2Cl)n2cncn2)cc1
12 | -9% | -10% | 8% | -8% | -8% | 0.43 | -0.3 | 0.18 | 0.1 | 4% | -1% | 1% | O=C(NCC(c1ccco1)N1CCCCC1)C(c1ccccc1)c1ccccc1 (stereo unspecified)
13 | 1% | -18% | -41% | -7% | -10% | 0.8 | -0.32 | 0.18 | -0.61 | -29% | 4% | -2% | CSc1cnc2c(N)nc(N(C)C)nc2n1
14 | -2% | -8.0% | 17% | 7% | -2% | 0.082 | -0.22 | 0.27 | 0.55 | 41% | -1% | -2% | CCCCNC(=O)CCn1c(=O)c2ccccc2n(CC(=O)N2CC(C)CC(C)C2)c1=O (stereo unspecified)
15 | -10% | 0.9% | -5% | 2% | -6% | -1.2 | -0.28 | -0.44 | 0.44 | 2% | 3% | 1% | COc1cc(CNCc2c[nH]c3ccccc23)cc(OC)c1
16 | -10% | -3.8% | 18% | 15% | 3% | 0.5 | -0.15 | 1 | 1.1 | 30% | -2% | 7% | COc1ccc(NC(=S)Nc2nc(CC(=O)Nc3ccccc3OC)cs2)cc1
17 | -24% | x | x | 3% | -6% | -1.1 | -0.28 | -0.71 | 0.8 | x | 5% | -1% | O=C(NC(=S)Nc1ccccc1C(=O)O)c1ccc2ccccc2c1
18 | -4% | -6.4% | 15% | 2% | -3% | -0.85 | -0.33 | -0.25 | 0.8 | 17% | 7% | -4% | O=[N+]([O-])c1ccccc1Nc1ccc(O)cc1
19 | -2% | -7.1% | -6% | -4% | -5% | 1.4 | -0.23 | 0.71 | -0.46 | -10% | 0% | 4% | COC(=O)CCCSc1nccn1-c1ccccc1
20 | 30% | 93% | x | 6% | 4% | -3.6* | 2.7* | -1.2* | 0.16* | 72%* | 13% | 112% | COC(=O)c1ccc2c(c1)C(C)(C)C(/C=C/c1ccc(O)cc1)=[N+]2C
21 | 1% | -8.3% | -8% | -4% | -3% | -0.41 | -0.29 | -0.61 | 0.57 | -10% | -5% | -2% | CN(Cc1ccccc1)S(=O)(=O)c1ccc(Cl)c(C(=O)NCCc2ccccn2)c1
22 | 11% | -13% | 14% | -4% | -5% | -0.5 | -0.28 | -0.016 | 0.28 | 21% | -2% | -8% | NC(=O)CSc1nc(C23CC4CC(CC(C4)C2)C3)nc2ccccc12
23 | -5% | -11% | -1% | 3% | -5% | 0.11 | 0.16 | 0.08 | 0.74 | 3% | 0% | -5% | CCOC(=O)C1=C(COC(=O)C2(C)CC2(Cl)Cl)NC(=O)NC1c1ccccc1 (stereo unspecified)
24 | 2% | -5.0% | -1% | -3% | -4% | -1 | -0.24 | 0.14 | 1.1 | -2% | 0% | -2% | CC(C)(C)c1cc(NC(=O)c2cccc([N+](=O)[O-])c2)no1
25 | -1% | x | x | 0% | 1% | 0.19 | -0.23 | -0.17 | 0.37 | x | 9% | 5% | Cc1ccccc1-n1c(=O)n(CCc2ccccc2)c(=O)c2[nH]cnc21

Next section; the last two above are carried over.
nr | AID2073 | XIAP antagonists | human PMI inhibitors | P. falciparum M17LAP | LYP inhibition | Dynein transport | Dynein transport cytoplasmic EGFP | Dynein transport nuclear GR-EGFP | Dynein transport cell count | human PMI inhibition | M1AAP inhibition | Siah-1 displacement | mol
24 | 2% | -5.0% | -1% | -3% | -4% | -1 | -0.24 | 0.14 | 1.1 | -2% | 0% | -2% | CC(C)(C)c1cc(NC(=O)c2cccc([N+](=O)[O-])c2)no1
25 | -1% | x | x | 0% | 1% | 0.19 | -0.23 | -0.17 | 0.37 | x | 9% | 5% | Cc1ccccc1-n1c(=O)n(CCc2ccccc2)c(=O)c2[nH]cnc21
26 | 9% | -5.4% | -7% | -1% | 0% | -0.063 | -0.3 | -0.11 | -0.18 | -8% | 0% | -1% | O=C(CCCc1nc2ccccc2s1)NC1CCOC1=O (stereo unspecified)
27 | -3% | -5.3% | 11% | -2% | 0% | 1 | -0.25 | 1.1 | 0.52 | 8% | 4% | -2% | O=S1(=O)CC(O)C(Nc2ccccc2Cl)C1 (stereo unspecified)
28 | -4% | -0.3% | 5% | -3% | -5% | -0.32 | -0.2 | 0.011 | 0.24 | -3% | -3% | 3% | Cc1ccccc1-c1nnn(CC(=O)NCc2ccc3c(c2)OCO3)n1
29 | -3% | -5.9% | -21% | -1% | -1% | -0.19 | -0.23 | -0.082 | 0.29 | -23% | 1% | 3% | CCOC(=O)C(O)(C1C(=O)CC(C)(C)CC1=O)C(F)(F)F (stereo unspecified)
30 | -7% | -4.5% | 0% | 1% | 1% | -0.08 | -0.24 | -0.22 | 0.19 | 3% | -4% | -2% | O=C(Nc1ccccc1)N(Cc1cccnc1)Cc1ccco1
31 | -1% | -5.0% | -4% | -4% | -3% | -0.088 | -0.25 | 0.0054 | 0.61 | -2% | 5% | 4% | COc1ccc(N(C)C(=O)c2ccc3c(c2)nnn3C)cc1
32 | -8% | -6.0% | -4% | 3% | -7% | -0.068 | -0.26 | -0.026 | 0.16 | 2% | 2% | -6% | CCCc1cc(C(=O)Nc2c(C)n(C)n(-c3ccccc3)c2=O)no1
33 | 3% | -1.0% | -5% | 1% | -2% | -0.22 | -0.12 | -0.095 | 1.2 | -5% | 4% | -2% | CC(=O)Nc1c(C(=O)c2ccc(F)cc2)oc2ccccc12
34 | -35% | -5.9% | -2% | 11% | -1% | -0.1 | -0.22 | 0.14 | -0.19 | -13% | 1% | 3% | COc1ccc(CCNc2nc(=S)[nH]c3cc(OC)c(OC)cc23)cc1OC
35 | 0% | -1.5% | -3% | -4% | -3% | 0.28 | -0.19 | 0.41 | 0.22 | 3% | -3% | 3% | Cc1c(C(=O)Nc2ccc(C(=O)O)cc2)cnn1C
36 | 1% | -3.8% | 6% | -7% | 0% | -0.28 | -0.26 | 0.16 | 1.1 | 12% | 14% | 0% | COc1ccc(-c2nc(CN3CCC(c4ccccc4)CC3)c(C)o2)cc1OC
37 | 8% | -5.2% | 10% | -2% | 0% | -0.37 | -0.34 | -0.43 | 1.1 | 20% | 5% | -2% | Nc1nc(SCC(=O)NCc2ccccc2)[nH]c(=O)c1NC(=O)c1ccccc1F
38 | 11% | -4.6% | 3% | -3% | -10% | 0.093 | -0.21 | 0.21 | 0.19 | 5% | 7% | 4% | Cc1ccc(N2C(=O)C3C4C=CC(C4)C3C2=O)cc1 (stereo unspecified)
39 | 4% | -8.1% | 24% | 9% | 9% | -0.24 | -0.21 | -0.19 | 0.85 | -15% | 8% | -2% | CCCC1=NN(c2ccc([N+](=O)[O-])cc2)C(=O)/C1=C/N(C)C
40 | 4% | -7.2% | -3% | 7% | -8% | 1.4 | -0.42 | 0.89 | -0.99 | 9% | 0% | -1% | C=C(C)COc1ccc(-c2n[nH]c(C)c2Oc2ccccc2OC)c(O)c1
41 | 13% | -10% | 9% | -1% | 1% | 0.37 | -0.2 | 0.73 | -1.5 | 16% | 5% | 3% | Cc1cccc(N2CCN(C(=O)c3ccc(Cl)c(S(=O)(=O)N4CCc5ccccc5C4)c3)CC2)c1C

Record cards, as listed above.
`CCCC1=NN(c2ccc([N+](=O)[O-])cc2)C(=O)/C1=C/N(C)C` in the list: AID2073 = 4%; XIAP antagonists = -8.1%; human PMI inhibitors = 24%; P. falciparum M17LAP = 9%; LYP inhibition = 9%; Dynein transport = -0.24; Dynein transport cytoplasmic EGFP = -0.21; Dynein transport nuclear GR-EGFP = -0.19; Dynein transport cell count = 0.85; human PMI inhibition = -15%; M1AAP inhibition = 8%; Siah-1 displacement = -2%
`Cc1ccc(N2C(=O)C3C4C=CC(C4)C3C2=O)cc1` (stereo unspecified) in the list: AID2073 = 11%; XIAP antagonists = -4.6%; human PMI inhibitors = 3%; P. falciparum M17LAP = -3%; LYP inhibition = -10%; Dynein transport = 0.093; Dynein transport cytoplasmic EGFP = -0.21; Dynein transport nuclear GR-EGFP = 0.21; Dynein transport cell count = 0.19; human PMI inhibition = 5%; M1AAP inhibition = 7%; Siah-1 displacement = 4%

Some values from the list.
For LYP inhibition, Cc1ccccc1-c1nnn(CC(=O)NCc2ccc3c(c2)OCO3)n1 reads -5%
For human PMI inhibitors, Cc1c(C(=O)Nc2ccc(C(=O)O)cc2)cnn1C reads -3%
For Dynein transport, O=C(Nc1ccccc1)N(Cc1cccnc1)Cc1ccco1 reads -0.08
